Compound activity deposited in PubChem by several laboratories.
HCV core dimer = inhibitors of HCV core protein dimerization, primary screen, biochemical, TR-FRET, high-throughput; inhibition, % at 5 µM; TR-FRET GST/Flag-core106 dimerization, 1536-well; AID 1899, 2009; 300,000 compounds, 0.33% hits;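 active = inhibition above the mean of all tested compounds plus 3 SD, set per screening campaign, cut at about 45% in these data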
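assay system = GST-tagged and Flag-tagged HCV core protein residues 1-106 | controls = unlabelled core106 and no-GST-core106 wells | incubation = compound-protein-antibody incubation 4 h at 22.5 °C | probe or stimulus = Eu donor and XL665 acceptor anti-tag antibodies | read-out = % inhibition based on acceptor/donor emission ratio | signal = TR-FRET 671 and 617 nm emission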
ZTA counter = blocks Epstein-Barr virus ZTA, an EBNA-1 counter-screen; 320,000 compounds, 0.15% hits; P03206; ZTA-DNA binding, fluorescence polarization; inhibition, % at 11 µM; in the data active = inhibition above about 33%
EBNA-1 inh = EBNA-1 DNA-binding inhibitors, primary screen, biochemical, fluorescence polarization; inhibition, % at 14.8 µM; 300,000 compounds, 0.34% hits; in the data active = inhibition above about 28%
PP1 counter = PP1-alpha phosphatase inhibitors, primary screen, counter-screen for PP5 inhibitor project, biochemical, fluorescence, OMFP substrate, single point; Serine/threonine-protein phosphatase PP1-alpha catalytic subunit (Homo sapiens), P62136; purified PP1alpha; inhibition, % at 6.7 µM; 320,000 compounds, 0.9% hits; AID 2235, 2010;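 active = inhibition above the mean inhibition of all tested compounds plus 3 SD, computed separately for each screening campaign, cut at about 15% in these data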
PP5 inh = PP5 phosphatase inhibitors, primary screen, biochemical, fluorescence; purified PP5c, OMFP substrate fluorescence; 320,000 compounds, 0.18% hits; Serine/threonine-protein phosphatase 5 (Homo sapiens), P53041; inhibition, % at 6.7 µM;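 active = inhibition above the campaign's mean inhibition across all tested compounds plus 3 SD, cut at about 9.5% in these data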;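 note: 0% = DMSO only and 100% = 100 µM cantharidin control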
Target sequence (P53041 whole entry, looked up): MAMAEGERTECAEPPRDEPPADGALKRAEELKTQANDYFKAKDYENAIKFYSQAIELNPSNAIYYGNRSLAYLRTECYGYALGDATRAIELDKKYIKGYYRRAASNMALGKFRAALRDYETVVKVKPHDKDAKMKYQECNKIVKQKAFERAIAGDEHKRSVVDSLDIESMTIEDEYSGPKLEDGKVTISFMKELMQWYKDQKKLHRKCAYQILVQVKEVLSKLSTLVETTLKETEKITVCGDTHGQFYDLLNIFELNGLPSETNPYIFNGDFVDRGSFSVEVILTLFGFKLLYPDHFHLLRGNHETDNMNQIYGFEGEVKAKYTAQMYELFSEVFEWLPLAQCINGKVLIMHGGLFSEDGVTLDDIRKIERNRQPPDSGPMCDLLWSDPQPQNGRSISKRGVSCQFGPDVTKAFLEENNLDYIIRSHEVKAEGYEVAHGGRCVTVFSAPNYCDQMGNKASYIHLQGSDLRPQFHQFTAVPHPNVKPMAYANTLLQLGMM
CR mimetic SO = reduction of superoxide in aged yeast, primary screen, HTS. superoxide response (% of plate mean), % at 10 µM. S. cerevisiae aged cells, superoxide DHE fluorescence; active compounds read low. AID 2690, 2010. 330,000 compounds, 0.18% hits;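 active = superoxide response under a set limit, about three screen SD below normal, cut at about 65% in these data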;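 note: yeast aged for seven days with compound at 30 °C before DHE staining; 100% = average MFI of all compound-treated wells on the plate with controls excluded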
TPT1 inhibitor = Candida albicans TPT1 enzyme inhibitors, primary screen, biochemical, fluorescence polarization | recombinant caTPT1, FP RNA substrate dephosphorylation | inhibition, % at 5 µM | 300,000 compounds, 0.81% hits;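 active = inhibition above the mean of all tested compounds plus 3 SD, set per screening campaign, cut at about 24% in these data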;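 note: plate controls were DMSO alone for no effect and ferristatin control at 100 nM for full effect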
CTSL1 counter = Fasciola hepatica cathepsin L1 inhibitors, primary screen, counter-screen for PFM18AAP inhibitor project, biochemical, QFRET, fluorogenic peptide substrate; recombinant F. hepatica cathepsin L1, Z-Leu-Arg-MCA fluorescence; inhibition, % at 5.96 µM; AID 1906, 2009; 300,000 compounds, 0.49% hits;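 active = inhibition above the mean of all tested compounds plus 3 SD, set per screening campaign, cut at about 17% in these data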;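 note: 0% = plate median of test compound wells and 100% = 1 µM Z-Phe-Ala-diazomethylketone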
GASC-1 inh = inhibitors of GASC-1 histone demethylase, primary screen, biochemical, fluorescence, DELFIA europium | 330,000 compounds, 0.069% hits | Lysine-specific demethylase 4C (Homo sapiens), Q9H3R0 | GST-JMJD2C(1-420) H3K9me3 demethylation | AID 2099, 2009 | inhibition, % at 2.35 µM;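 active = more than half of a compound's replicate wells show inhibition beyond 50%, single wells judged on their own value; inconclusive = some, but no more than half, of replicates pass 50% inhibition; inactive = no replicate passes 50% inhibition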;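 note: signal counts dimethyl H3K9 product captured on neutravidin plate; 0% = median of DMSO wells and 100% = 0.3 times that DMSO median; strong numbers were not always called active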
Target sequence (Q9H3R0 1-420 limits assumed): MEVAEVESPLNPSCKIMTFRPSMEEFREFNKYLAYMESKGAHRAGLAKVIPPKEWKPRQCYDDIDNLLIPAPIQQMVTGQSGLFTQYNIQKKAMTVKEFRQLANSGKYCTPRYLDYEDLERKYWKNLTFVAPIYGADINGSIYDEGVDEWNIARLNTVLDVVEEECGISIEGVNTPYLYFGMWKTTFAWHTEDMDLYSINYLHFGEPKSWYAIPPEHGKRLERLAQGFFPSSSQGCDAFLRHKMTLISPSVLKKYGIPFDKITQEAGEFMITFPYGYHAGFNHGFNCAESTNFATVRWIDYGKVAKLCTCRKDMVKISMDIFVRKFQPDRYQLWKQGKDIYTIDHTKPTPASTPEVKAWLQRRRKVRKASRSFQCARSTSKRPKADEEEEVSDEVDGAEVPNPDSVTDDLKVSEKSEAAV
Active calls of the source: *; i = inactive; ? = inconclusive; nt = not tested or not shown. A portion of the library; rates above refer to the full screens.

SMILES	HCV core dimer	ZTA counter	EBNA-1 inh	PP1 counter	PP5 inh	CR mimetic SO	TPT1 inhibitor	CTSL1 counter	GASC-1 inh
COC(=O)C1=C(c2c(C)noc2C)C[C@@H]2CC[C@H]1N2C(=O)NCc1ccc2c(c1)OCO2	nt	-7	nt	-4	0.0	89	nt	nt	3
COc1cc(OC)cc(C(=O)NC(=S)N2C[C@H]3C[C@H](C2)c2cccc(=O)n2C3)c1	0	-20	7	-3	1.5	89	-4	-1	nt
Clc1ccc(Cn2ccnc2)cn1	-5	-8	-4	6	-0.2	89	2	3	-4
CCc1cc2c(s1)N(CC(=O)OC)C(=O)CN=C2c1ccccc1OC	2	8	-11	-2	-6.7	84	4	3	-6
Cc1cccc(OCC(=O)N2CCN(Cc3cccnc3)CC2)c1	-1	-10	2	-1	-0.4	95	0	-1	-5
Cc1nccc2c1[nH]c1ccc(Br)cc12	3	1	2	21*	0.4	80	-4	-2	?
CCOc1ccc([N+](=O)[O-])cc1CNCCc1ccccc1	-4	-7	-11	2	1.0	78	-3	0	25
Cc1nn(Cc2ccccc2)c(C)c1C=C1C(=O)NC(=S)NC1=O	-5	9	-11	2	0.2	104	7	-2	-4
Cc1ccc(C(=O)c2cc(Br)ccc2N)cc1	-13	-13	-3	4	0.9	118	1	3	-1
COC(=O)CC1NC2CCCCC2NC1=O (stereo unspecified)	2	15	-2	-2	-1.4	92	0	2	2
O=c1c2ccccc2nc(/C=C/c2ccc3c(c2)OCO3)n1-c1cccc(O)c1	9	-7	-20	12	3.1	108	0	0	3
Cn1cc(NC(=O)CCl)cn1	13	4	3	0	-1.4	102	2	0	5
Cc1cc(C)c(-n2c(O)c(/C=N/NC(=O)c3ccncc3)c(=O)[nH]c2=O)c(C)c1	6	-15	2	1	2.6	95	24*	2	?
C=CCn1c(O)c(C(CC)=Nc2ccc(NC(C)=O)cc2)c(=O)[nH]c1=O	-2	1	-4	-8	-2.2	103	-2	-2	-15
O=C(NCCO)c1nsnc1NCCCl	1	-1	5	-2	1.5	97	2	2	-19
CCC1(c2ccccc2)C(=O)N(COC)C(=O)N(COC)C1=O	11	2	8	-5	0.8	103	1	1	5
COc1ccc2[nH]c(C)c(CCNCc3cc(OC)c4c(c3)OCO4)c2c1	nt	10	nt	0	3.0	100	nt	nt	10
O=C(Nc1ccccc1)N1CCC2(CC1)OCCO2	-2	-10	-2	-7	0.1	97	1	-2	5
CCC(=NCc1ccc2c(c1)OCO2)c1c(O)n(C)c(=O)n(C)c1=O	0	0	-12	4	2.1	105	-3	-3	1
CCN1C[C@]2(CO)CC[C@H](OC)[C@@]34C5C[C@H]6[C@H](OC)C5[C@](O)(C[C@H]6OC)[C@@H](C(OC)C23)[C@@H]14 (stereo partly specified)	0	9	3	-9	2.8	90	-3	2	-1

Part of the list above in another layout:
O=C(NCCO)c1nsnc1NCCCl
  HCV core dimer: 1; ZTA counter: -1; EBNA-1 inh: 5; PP1 counter: -2; PP5 inh: 1.5; CR mimetic SO: 97; TPT1 inhibitor: 2; CTSL1 counter: 2; GASC-1 inh: -19
CCC1(c2ccccc2)C(=O)N(COC)C(=O)N(COC)C1=O
  HCV core dimer: 11; ZTA counter: 2; EBNA-1 inh: 8; PP1 counter: -5; PP5 inh: 0.8; CR mimetic SO: 103; TPT1 inhibitor: 1; CTSL1 counter: 1; GASC-1 inh: 5

Next compounds.
SMILES	HCV core dimer	ZTA counter	EBNA-1 inh	PP1 counter	PP5 inh	CR mimetic SO	TPT1 inhibitor	CTSL1 counter	GASC-1 inh
N#Cc1ccc(Cn2cc(C=O)c3ccccc32)cc1	2	-16	5	-1	-0.1	99	-1	1	-7
CCC(=O)OC1(Cc2ccc(CC)cc2)CC(C)N(C)CC1C (stereo unspecified)	2	12	-2	-1	-1.4	101	1	-1	17
CC(N)Cc1c[nH]c2ccc(Cl)cc12 (stereo unspecified)	-12	-7	6	0	1.3	115	1	-3	15
O=C(O)CCCc1ccc(N(CCCl)CCCl)cc1	2	-1	-5	-3	-1.4	104	-1	3	-23
CC(NC1=NCCS1)c1ccccc1 (stereo unspecified)	-4	3	1	-1	-1.0	100	3	-5	-4
COc1ccc(C2CN(C)CC2C(=O)c2ccc(C)cc2)cc1Cl (stereo unspecified)	3	4	1	-2	-1.8	98	5	2	17
Cc1cccc(OP(=O)(Oc2cccc(C)c2)OC(c2ccccc2)C(F)(F)F)c1 (stereo unspecified)	0	-24	6	6	5.8	101	1	-1	2
Cc1c(C(=O)Nc2ccccc2)c2cc(O)ccc2n1Cc1ccccc1	13	1	10	3	5.2	111	-1	0	11
O=C1Nc2ccccc2/C1=C/c1cnc[nH]1	-8	-2	6	-2	2.7	98	2	-1	10
COc1ccc(CN2C(=O)NC(=O)/C(=C/c3cc(OC)c(OC)c(OC)c3)C2=O)cc1	1	0	2	-1	1.0	96	20	-1	-9
Cc1cc([P+](=O)O)c(C)n1-c1ccc(Br)cc1	22	-5	6	12	3.8	110	9	-1	4
COc1ccc(CCNCc2cccc(C(F)(F)F)c2)cc1OC	3	-2	-6	0	1.1	86	-4	-2	9
CCSC1=NN1c1cc(C)nc(N)n1	-3	2	6	-3	-1.1	86	-4	2	10
CCSP1(=S)N=C(N2CCOCC2)C(C#N)=C2CCCN21 (stereo unspecified)	6	4	-4	-2	4.2	123	-6	-1	-1
COc1ccc(-n2c(O)c(/C=C3\C=Nc4ccc(Br)cc43)c(=O)[nH]c2=O)c(OC)c1	19	5	9	-2	0.5	94	39*	-5	1
O=c1cc(C2CCNCC2)[nH][nH]1	-4	-5	4	3	0.6	96	-4	-1	-5
Cc1cc(CN(C)C)c(OC(=O)N(C)C)cc1C	1	2	-3	-3	-1.4	90	0	-1	12
C=Cn1c(P(=S)(N2CCOCC2)N2CCOCC2)cc2c1CCCC2	14	4	2	1	1.3	101	-2	5	-1
Cn1cccc1CNCCc1ccc(F)cc1	2	-8	3	-1	-0.2	95	0	4	-13
Cc1cccc(OCC(=O)N2CCN(Cc3ccc([N+](=O)[O-])cc3)CC2)c1	4	8	11	-1	-0.6	98	2	-1	1
CCCCn1c(O)c(C=NCCN2CCCCC2)c(=O)[nH]c1=O	-6	7	2	5	-1.8	104	-3	-2	-15
O=C1NC(=O)C(CCc2ccncc2)(CCc2ccncc2)C(=O)N1C1CCCCC1	-3	11	-5	-1	2.5	120	-4	-2	11
COC(=O)C(O)(c1ccc(NC(=S)NC(=O)c2ccc(Cl)cc2Cl)cc1)C(F)(F)F (stereo unspecified)	0	14	8	1	1.8	93	0	2	1
S=C(NC1CCCCC1)N1CCC(c2cnc[nH]2)CC1	7	-2	6	-2	-1.8	78	2	-7	18
CN1C(=O)C(=Cc2sc(=O)n(-c3ccccc3)c2N(C)C)C(=O)N(C)C1=O	1	8	-1	6	1.2	103	42*	-4	23
CCN1C(=O)C(=Cc2ccc(C)s2)C(=O)N(CC)C1=S	-7	18	3	-2	-3.4	96	31*	0	14
O=C1NC(=O)C(CCc2ccncc2)(CCc2ccccn2)C(=O)N1c1ccc(Br)cc1 (stereo unspecified)	-2	18	3	-1	-0.9	95	1	-5	-6
CCN(CC)C(=O)c1ccc(NC(=O)c2cccc(C(F)(F)F)c2)cc1	-3	4	-15	0	0.9	126	2	-6	-6
CCN1C[C@]2(COC)CC[C@H](OC)[C@@]34C5C[C@H]6C(=O)C5[C@](O)(C[C@H]6OC)[C@@](O)(C(OC)C23)[C@@H]14 (stereo partly specified)	0	-5	-1	-5	1.4	88	-1	2	-5
CCCc1cc(=O)oc2cc(OCC(=O)N3CCN(Cc4ccc5c(c4)OCO5)CC3)ccc12	7	-11	5	-1	-0.9	86	-4	0	-14
COC(=O)c1ccc(N=C(c2ccccc2)c2c(O)n(C)c(=O)n(C)c2=O)cc1	-7	0	8	-1	0.4	96	-5	-4	-36
CN(C)CCCN=Cc1c(O)n(CCc2ccc(F)cc2)c(=O)[nH]c1=O	4	9	14	1	-0.2	96	10	0	0
Cc1nn(Cc2ccccc2Cl)c(Cl)c1C(=O)O	-3	8	10	1	-0.8	98	-5	-1	9
COC(=O)C1=C(c2ccccc2)C[C@@H]2CC[C@H]1N2C(=O)NCCNC(C)=O	-6	1	8	1	2.0	90	-2	0	-5
CCC(=NCC1CCCO1)c1c(O)n(Cc2ccccc2)c(=O)[nH]c1=O (stereo unspecified)	0	-6	4	-1	1.6	97	2	1	-4
CCC(=NCCC1=CCCCC1)c1c(O)[nH]c(=O)[nH]c1=O	0	-5	3	-1	-1.4	104	-1	4	-15
CCCCCCn1c(O)c(C=Nc2c(C)n(C)n(-c3ccccc3)c2=O)c(=O)[nH]c1=O	0	-10	2	-1	1.0	109	-3	0	8
CN1CCN(Cc2ccccc2C(F)(F)F)CC1	-12	-3	-6	2	1.5	90	-2	16	12
Cc1cc(C(=O)OCC(=O)Nc2ccc(F)cc2)c(C)n1C1CC1	nt	-14	nt	-1	1.2	92	nt	nt	nt
Cc1cc(S(=O)(=O)NCc2ccccc2)ccc1OCC(=O)N1CCN(C)CC1	0	1	-5	0	1.1	91	5	-1	1
O=C(CCC(=O)N1CC2C[C@@H](C1)Cn1c2cccc1=O)NCCc1ccccc1F	-7	-6	-10	-3	4.4	105	3	-3	i
CCCCn1c(N)c(C(=O)NCc2cccs2)c2nc3ccccc3nc21	-2	0	8	4	8.9	102	1	-2	21
C=C1C(=O)O[C@@H]2C[C@@H](C)[C@@H]3C=CC(=O)[C@@]3(C)[C@@H](OC(=O)CC(=O)O[C@H]3[C@@H]4C(=C)C(=O)O[C@@H]4C[C@@H](C)[C@@H]4C=CC(=O)[C@]43C)[C@H]12	21	5	-7	9	2.6	109	5	-3	-1
COCCOC(=O)c1c(N)n(Cc2ccccc2)c2nc3ccccc3nc12	4	-13	-12	2	5.1	101	-2	6	-2
CC1CCCCC1NC(=O)CNC(=S)N1CC2CC(C1)c1cccc(=O)n1C2 (stereo unspecified)	10	-10	-5	-4	0.8	128	-1	-2	-1
c1cnc2c(c1)ccc1ncccc12	-4	0	1	-2	-1.9	98	1	2	1
Cc1ccc(N=Nc2c(O)[nH]c(=O)[nH]c2=O)c([N+](=O)[O-])c1	-1	4	8	-1	1.0	105	-1	3	1
CC1CCN(C(=O)c2ccc(N3CC4CC(C3)c3cccc(=O)n3C4)c([N+](=O)[O-])c2)CC1 (stereo unspecified)	-3	1	3	0	-0.8	103	-6	2	7
O=P(O)(O)C12CC3CC(CC(C3)C1)C2	-2	5	1	-2	-2.5	111	2	3	2
Cc1ccc(C2C(=O)NC(=O)NC2=O)cc1	0	-15	-7	-2	4.9	92	2	1	10
CCC(=NCCN1CCOCC1)c1c(O)n(C2CCCCC2)c(=O)[nH]c1=O	0	0	-5	-3	3.2	97	0	0	0
COc1ccccc1N1C(=O)NC(=O)/C(=C/c2ccc3c(c2)Cc2ccccc2-3)C1=O	0	-2	7	-4	-1.6	115	7	-5	-33
CCOC(=O)c1c(C)c(C(=O)N2CCC3(CC2)OCCO3)c(C)n1CC	-3	1	1	-9	0.7	100	1	0	2
